Luc counter – counter-screen: inhibitors of Kinase-Glo firefly luciferase; Potency, µM (top dose mostly 38.3 µM), for the others: at the top dose activity change, negative = inhibition, most hits filed as inhibitors; 200,000 tested, 0.28% active; Q27757; Kinase-Glo luciferase, ATP luminescence, 8 min; also: potency is read from the fitted curve at half-maximal effect; % is scaled to controls: 0 for no effect and ±100 for the full control effect; nearly all actives have a fitted effect of over 60% in size
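Substrate mix (final 50 mM imidazole pH 7.2, 50 mM KCl, 7 mM MgCl2, 10 uM ATP, 0.01% Tween 20, 0.05% BSA) plus pin-tool compound, then Kinase-Glo detection mix; 8 min ambient, luminescence read.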
HTT aggregate – mutant huntingtin aggregation inhibition | PC12 HttQ103-GFP aggregates, Acumen cytometry, 40 h | Potency, µM (series often up to 46.1 µM), without a hit: at the highest dose activity change, negative = inhibition, most hits filed as inhibitors | 220,000 tested, 1.1% active | AID 1688; also: potency is read from the fitted curve at half-maximal effect; % is scaled to controls: 0 for no effect and ±100 for the full control effect; nearly all actives have a fitted effect of over 60% in size
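Aggregate formation scored by laser-scanning cytometer (488 excitation, 500–530 emission) in lysed PC12 cells expressing Q103-GFP after 100 nM tebufenozide induction; library tested in dose series, with ATPLite reagent added in the multiplex.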
NPSR antag – neuropeptide S receptor (human) antagonism, cAMP. Q6W5P4. CHO-NPSR cells, cAMP TR-FRET, antagonist mode. Potency, µM (highest dose often 38.3 µM), inactives show top-dose activity change, negative = inhibition, most hits filed as inhibitors. 220,000 tested, 1% active; also: potency is read from the fitted curve at half-maximal effect; % is scaled to controls: 0 for no effect and ±100 for the full control effect; nearly all actives have a fitted effect of over 50% in size; many of its hits are not listed in these tables
Epigenetic derep – epigenetic control regulation, reporter derepression | murine LDR cells, GFP reporter derepression, 30 h | 280,000 tested, 0.2% active | Potency, µM (doses to about 53.9 µM), without a hit: top-dose GFP activation, most hits filed as activators; also: potency is read from the fitted curve at half-maximal effect; % of control where 0% means no effect; nearly all actives have a fitted effect of over 60% in size
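Murine LDR cells bearing a silenced CMV-driven GFP reporter were exposed to compound for 30 h at 37 C. After PBS washes, GFP-positive cells (20-120 um objects) counted by laser-scanning microplate cytometry.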
CBFb-RUNX1 inh – CBF-beta/RUNX1 interaction disruption; Q01196+Q13951; AlphaScreen CBFb-His/RUNX1-biotin binding, biochemical; Potency, µM (titrated, usually from 59.8 µM), for inactives: at the highest dose activity, negative = inhibition, actives largely listed as inhibitors; 230,000 tested, under 10 active; also: % of control where 0% means no effect
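Bead-based AlphaScreen assay; binding partners His-tagged CBF-beta and biotinylated RUNX1 at 30 nM each. Compound exposure 15 min after a 20-min protein preincubation; bead step 90 min; all steps at room temperature.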
IMPase Li inh – cell-permeable IMPase inhibitors with lithium potentiation; CHO-M1 cells, IP1 TR-FRET (IP-One), carbachol + lithium; Potency, µM (doses to about 59.4 µM), for inactives: top-dose activity, negative = IMPase inhibition, usual class: inhibitors; 210,000 tested, 0.35% active;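 also: IP1 builds up when IMPase is blocked and the TR-FRET signal falls; potency is read from the fitted curve at half-maximal effect; plate controls were basal vehicle for no effect and high inhibitor control for full effect; nearly all actives have a fitted effect of over 50% in size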
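CHO cells stably expressing M1 receptor (2000/well) were cultured 16–30 h, then exposed to compounds with a small lithium addition for 30 min at 37C. IP1 was measured by TR-FRET competition; AC50 from Hill fits.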
L3MBTL1 block – blocks human L3MBTL1; Potency, µM (titrated, usually from 57.1 µM), for inactives: at the top dose activity, negative = inhibition, hits mostly inhibitors; 230,000 tested, 0.66% active; AlphaScreen L3MBTL1–H3K9me1 peptide binding; also: potency is read from the fitted curve at half-maximal effect; % is scaled to controls: 0 for no effect and ±100 for the full control effect; nearly all actives have a fitted effect of over 60% in size
Target sequence (Q9Y468 whole entry, looked up): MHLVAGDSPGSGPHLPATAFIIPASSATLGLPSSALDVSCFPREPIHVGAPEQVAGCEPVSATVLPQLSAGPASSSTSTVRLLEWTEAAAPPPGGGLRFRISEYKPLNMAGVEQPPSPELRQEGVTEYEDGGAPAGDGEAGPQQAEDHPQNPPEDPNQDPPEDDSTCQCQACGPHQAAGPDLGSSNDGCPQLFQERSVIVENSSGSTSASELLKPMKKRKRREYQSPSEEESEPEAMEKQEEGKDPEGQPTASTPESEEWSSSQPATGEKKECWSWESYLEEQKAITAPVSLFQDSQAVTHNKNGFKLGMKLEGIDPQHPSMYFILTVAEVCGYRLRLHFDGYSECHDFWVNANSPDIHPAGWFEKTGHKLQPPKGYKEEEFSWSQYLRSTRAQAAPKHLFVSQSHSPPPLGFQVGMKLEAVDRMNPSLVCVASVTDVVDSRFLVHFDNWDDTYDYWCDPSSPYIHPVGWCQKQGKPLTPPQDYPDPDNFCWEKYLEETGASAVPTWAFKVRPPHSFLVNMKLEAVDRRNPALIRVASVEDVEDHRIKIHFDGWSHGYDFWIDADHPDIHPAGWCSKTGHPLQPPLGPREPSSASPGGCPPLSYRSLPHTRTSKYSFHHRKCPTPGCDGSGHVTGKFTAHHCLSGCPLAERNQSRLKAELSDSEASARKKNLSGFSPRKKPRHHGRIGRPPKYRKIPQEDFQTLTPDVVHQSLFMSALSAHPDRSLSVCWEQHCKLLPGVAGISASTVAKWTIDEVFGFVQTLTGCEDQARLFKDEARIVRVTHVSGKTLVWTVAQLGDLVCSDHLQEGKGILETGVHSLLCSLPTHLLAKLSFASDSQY
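L3MBTL1 50 nM + b-AHA-H3(1-15)K9me1 75 nM, 30 min RT; compound added, 30 min RT; streptavidin donor/Ni-chelate acceptor beads 10 ug/mL each final, 30 min RT dark; AlphaScreen read.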
Active calls of the source: *; [ ] = another dose, or the depositor's remark. Calls follow the shape of the dose curve; as a rule, active = well fitted curve in the direction sought with a large enough effect; inconclusive = small, poorly fitted or top-dose-only effect, or another doubt; inactive = no such curve, though single readings can be large; an effect the other way counts as inactive or inconclusive. The list is partial; the hit share may differ from the screen's.

Results for CN1CC(C(=O)O)Cc2c1ccc1ccccc21 (configuration not stated) ?
HTT aggregate: 2.1%[9.22 µM]; NPSR antag: 4.9%; Epigenetic derep: -1.7%; CBFb-RUNX1 inh: -5.2%; L3MBTL1 block: -15.2%

What do the screens show for `COc1ccc(CCN(C)C(=O)C2CCN(Cc3ccc(C)cc3)CC2)cc1OC`?
Luc counter: -2.3%; NPSR antag: 5.5%; Epigenetic derep: -1.1%; CBFb-RUNX1 inh: -1.4%; IMPase Li inh: 8.6%; L3MBTL1 block: 2.1%

Results for CC1Oc2ccccc2N(CC(=O)N2CCc3ccccc32)C1=O (configuration not stated) ?
Luc counter: 1.3%; HTT aggregate: -0.6%; NPSR antag: -14.9%[46.1 µM]; Epigenetic derep: 0.9%; CBFb-RUNX1 inh: 5.3%; IMPase Li inh: 10.1%[38.3 µM]; L3MBTL1 block: -6.6%

What do the screens show for `CCOC(=O)CCC(NC(=O)c1ccc(NCN2C(=O)c3ccccc3C2=O)cc1)C(=O)OCC` (configuration not stated)?
Luc counter: -5.0%; HTT aggregate: 7.1%; NPSR antag: -16.5%[46.1 µM]; Epigenetic derep: -1.7%; CBFb-RUNX1 inh: -5.7%; IMPase Li inh: -5.7%[38.3 µM]; L3MBTL1 block: 1.4%

How did CCS(=O)(=O)N1CCC(C(=O)O)CC1 do in these assays?
Luc counter: -0.1%; HTT aggregate: 2.2%; NPSR antag: 19.2%; Epigenetic derep: 0.0%; CBFb-RUNX1 inh: -2.7%; IMPase Li inh: 4.8%; L3MBTL1 block: 24.3%

Results for COCCn1c(SCC(=O)Nc2sc(C)c(C)c2C#N)nnc1-c1ccc(OC)cc1 ?
Luc counter: -3.6%; HTT aggregate: 6.0%; NPSR antag: -6.7%[46.1 µM]; Epigenetic derep: 6.3%; CBFb-RUNX1 inh: -2.5%; IMPase Li inh: 2.6%[38.3 µM]; L3MBTL1 block: -6.1%

What do the screens show for `CSc1ncccc1C(=O)Nc1ccc(S(=O)(=O)NC2=NCCCCC2)cc1`?
Luc counter: -1.0%; HTT aggregate: 23.2%; NPSR antag: 0.4%; Epigenetic derep: -2.2%; CBFb-RUNX1 inh: -8.6%; IMPase Li inh: 6.0%; L3MBTL1 block: 4.6%

Results for Oc1ccccc1-c1cc(-c2ccco2)[nH]n1 ?
Luc counter: -4.0%; HTT aggregate: -3.7%; NPSR antag: 3.5%[46.1 µM]; Epigenetic derep: 0.1%; CBFb-RUNX1 inh: -12.2%; IMPase Li inh: 19.2%[38.3 µM]

What do the screens show for `CCC(NC(=S)NCc1ccccc1)C(=O)O` (configuration not stated)?
Luc counter: 3.0%; HTT aggregate: 1.5%; NPSR antag: 5.5%[46.1 µM]; Epigenetic derep: -1.1%; CBFb-RUNX1 inh: 4.2%; IMPase Li inh: 21.5%[38.3 µM]

Results for COCCCNC(=O)c1ccc(-c2csc(C)n2)cc1 ?
Luc counter: -10.6%; HTT aggregate: -19.1%; NPSR antag: 12.8%; Epigenetic derep: -1.1%; CBFb-RUNX1 inh: 3.4%; IMPase Li inh: -1.6%

What do the screens show for `O=C(CCCc1nc(-c2ccccc2)no1)NCc1cccnc1`?
Luc counter: -2.2%; HTT aggregate: inconclusive; NPSR antag: -9.7%[46.1 µM]; Epigenetic derep: -1.8%; CBFb-RUNX1 inh: 1.3%; IMPase Li inh: 9.3%[38.3 µM]; L3MBTL1 block: -1.5%

Results for Cc1ccc(C)c(OCC(O)CN2C(C)CCCC2C)c1 (configuration not stated) ?
Luc counter: -0.1%; HTT aggregate: -6.7%; NPSR antag: -1.3%[46.1 µM]; Epigenetic derep: -0.8%; CBFb-RUNX1 inh: 5.0%; IMPase Li inh: 20.3%[38.3 µM]; L3MBTL1 block: 8.9%

Results for Cc1cc2c(c(=O)n1CCN(C)C)C(c1ccccc1Br)C(C#N)=C(N)O2 (configuration not stated) ?
Luc counter: -0.6%; HTT aggregate: 18.6%; NPSR antag: -1.9%[46.1 µM]; Epigenetic derep: 1.2%; CBFb-RUNX1 inh: 2.2%; IMPase Li inh: -10.7%[38.3 µM]; L3MBTL1 block: 23.2%

What do the screens show for `CCc1c(C)nc2c(Br)cccc2c1SCCC#N`?
Luc counter: -1.2%; HTT aggregate: -11.3%; NPSR antag: -25.7%; Epigenetic derep: 0.0%; CBFb-RUNX1 inh: 7.4%; IMPase Li inh: -23.5%; L3MBTL1 block: 19.1%

How did C=CCC1Cc2c(cccc2[N+](=O)[O-])C(CC=C)N1 (configuration not stated) do in these assays?
Luc counter: -2.7%; HTT aggregate: 0.0%[9.22 µM]; NPSR antag: -8.3%; Epigenetic derep: 18.1%; CBFb-RUNX1 inh: 4.5%; IMPase Li inh: 13.2%; L3MBTL1 block: -9.3%

How did Cc1ccc(OCCN2C(=O)NC3(CCc4ccccc4C3)C2=O)cc1 (configuration not stated) do in these assays?
Luc counter: 2.0%; HTT aggregate: -0.1%; NPSR antag: 9.5%; Epigenetic derep: 0.0%; CBFb-RUNX1 inh: 5.0%; IMPase Li inh: 2.1%; L3MBTL1 block: 3.8%

What do the screens show for `CCn1cc(C(=O)OCC(=O)c2cc(C)n(-c3ccccc3F)c2C)c(=O)c2ccc(C)nc21`?
Luc counter: -1.8%; HTT aggregate: 11.4%; NPSR antag: 14.0%; Epigenetic derep: -1.3%; CBFb-RUNX1 inh: -5.2%; IMPase Li inh: 0.1%; L3MBTL1 block: -11.8%

Results for COc1ccc2c(CC(=O)OCC(=O)NC(N)=O)coc2c1 ?
HTT aggregate: 4.4%[9.22 µM]; NPSR antag: -15.8%; Epigenetic derep: -0.2%; CBFb-RUNX1 inh: 10.9%; L3MBTL1 block: 1.3%

What do the screens show for `Cc1nn(Cc2ccc([N+](=O)[O-])cc2)c(=O)n1-c1ccc(F)cc1`?
Luc counter: -0.2%; HTT aggregate: -12.9%; NPSR antag: -10.3%[46.1 µM]; Epigenetic derep: -0.9%; CBFb-RUNX1 inh: 2.6%; IMPase Li inh: 1.6%; L3MBTL1 block: 1.5%

Results for N/C(=N\OC(=O)CCCc1ccccc1)c1cccnc1 ?
Luc counter: -1.0%; HTT aggregate: 6.8%; NPSR antag: 1.5%; Epigenetic derep: -0.9%; CBFb-RUNX1 inh: 10.9%; IMPase Li inh: 0.6%; L3MBTL1 block: 7.2%

What do the screens show for `Cn1c(=O)[nH]c(=O)c2c1nc(N1CCCCC1)n2C/C=N/NC(=O)c1cc(Br)ccc1O`?
HTT aggregate: -9.4%[9.22 µM]; NPSR antag: 9.1%; Epigenetic derep: 1.6%; CBFb-RUNX1 inh: -6.1%; L3MBTL1 block: 16.7%

Results for COc1ccc(N(C(=O)c2ccco2)C(C(=O)NC2CCCCC2)c2cccs2)cc1OC (configuration not stated) ?
Luc counter: 2.3%; HTT aggregate: 17.1%; NPSR antag: -1.9%[46.1 µM]; Epigenetic derep: 3.5%; CBFb-RUNX1 inh: 9.8%; IMPase Li inh: 3.8%; L3MBTL1 block: -4.4%

Results for Cc1ccc(CNC(=O)CN(C)S(=O)(=O)c2cccc3nsnc23)cc1 ?
Luc counter: -0.3%; HTT aggregate: -17.9%; NPSR antag: -6.8%[46.1 µM]; Epigenetic derep: 0.0%; CBFb-RUNX1 inh: 18.4%; IMPase Li inh: 9.8%; L3MBTL1 block: 6.3%

Results for O=c1[nH]c(S)nc2sc3c(c12)CCCC3 ?
Luc counter: 1.5%; HTT aggregate: inconclusive; NPSR antag: -14.4%; Epigenetic derep: -0.5%; CBFb-RUNX1 inh: -0.4%; IMPase Li inh: inconclusive; L3MBTL1 block: -7.6%

What do the screens show for `CC(=O)c1ccc(NS(=O)(=O)c2c(C)cc(C)cc2C)cc1`?
Luc counter: -1.2%; HTT aggregate: 13.6%[9.22 µM]; NPSR antag: 3.5%; Epigenetic derep: -4.5%; CBFb-RUNX1 inh: 6.8%; IMPase Li inh: 7.8%; L3MBTL1 block: -1.9%

What do the screens show for `COCCNc1nc2c(c(=O)n(C)c(=O)n2C)n1Cc1cccc(C)c1`?
Luc counter: -1.4%; HTT aggregate: 15.8µM*; NPSR antag: -6.5%[46.1 µM]; Epigenetic derep: 0.8%; CBFb-RUNX1 inh: 4.3%; IMPase Li inh: -1.1%[38.3 µM]; L3MBTL1 block: -4.9%

Results for NC(=O)c1ccccc1[N+](=O)[O-] ?
CBFb-RUNX1 inh: 10.8%[21.7 µM]; IMPase Li inh: -0.3%; L3MBTL1 block: 2.3%

What do the screens show for `Nc1cc(C(F)(F)F)cc([N+](=O)[O-])c1N`?
Luc counter: -5.0%; HTT aggregate: -1.7%; NPSR antag: -0.1%; Epigenetic derep: -4.2%; CBFb-RUNX1 inh: 4.4%; IMPase Li inh: 8.7%; L3MBTL1 block: -20.8%

What do the screens show for `COc1cccc(C2c3[nH]c4ccccc4c3CCN2Cc2cccn2-c2ncccn2)c1` (configuration not stated)?
Luc counter: 2.3%; HTT aggregate: 4.7%[9.22 µM]; NPSR antag: 29.3%; Epigenetic derep: 3.7%; CBFb-RUNX1 inh: -23.7%; IMPase Li inh: 6.1%; L3MBTL1 block: -7.8%

What do the screens show for `CC(=O)/C=C1/SC(CC(=O)O)C(=O)N1c1ccccc1` (configuration not stated)?
Luc counter: 0.3%; HTT aggregate: -1.5%; NPSR antag: 1.2%[46.1 µM]; Epigenetic derep: 0.0%; CBFb-RUNX1 inh: -0.3%; IMPase Li inh: -0.7%; L3MBTL1 block: 9.1%

Results for N#C/C(=C\Nc1ccc2c(c1)OCCO2)c1nc2ccccc2[nH]1 ?
Luc counter: 0.5%; HTT aggregate: inconclusive; NPSR antag: 7.4%[46.1 µM]; Epigenetic derep: -2.8%; CBFb-RUNX1 inh: 2.6%; IMPase Li inh: 26.7%[38.3 µM]; L3MBTL1 block: -13.4%

In the list so far, these contain an aryl thioether with sulfur outside any ring:
Results for COCCn1c(SCC(=O)Nc2sc(C)c(C)c2C#N)nnc1-c1ccc(OC)cc1 ?
Luc counter: -3.6%; HTT aggregate: 6.0%; NPSR antag: -6.7%[46.1 µM]; Epigenetic derep: 6.3%; CBFb-RUNX1 inh: -2.5%; IMPase Li inh: 2.6%[38.3 µM]; L3MBTL1 block: -6.1%

What do the screens show for `CSc1ncccc1C(=O)Nc1ccc(S(=O)(=O)NC2=NCCCCC2)cc1`?
Luc counter: -1.0%; HTT aggregate: 23.2%; NPSR antag: 0.4%; Epigenetic derep: -2.2%; CBFb-RUNX1 inh: -8.6%; IMPase Li inh: 6.0%; L3MBTL1 block: 4.6%

What do the screens show for `CCc1c(C)nc2c(Br)cccc2c1SCCC#N`?
Luc counter: -1.2%; HTT aggregate: -11.3%; NPSR antag: -25.7%; Epigenetic derep: 0.0%; CBFb-RUNX1 inh: 7.4%; IMPase Li inh: -23.5%; L3MBTL1 block: 19.1%
